PhoP GFP inhibition: PhoP regulon inhibitors, Salmonella typhi PhoP promoter GFP reporter, confirmatory (AID 1850); Salmonella Typhi PhoP-promoter GFP reporter, fluorescence, 4 h; higher % means a stronger effect; inhibition, % at 50 µM, or IC50 in µM where a hit was titrated; 310,000 tested, 0.33% active; in the data active = a potency from the dose series; inconclusive = inhibition mostly from about 25% at the one dose, without a potency; inactive = the rest, 99 in 100 with inhibition below about 19%;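 note: 0% = induced wells with vehicle and 100% = uninduced wells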
M. tuberculosis HTS: M. tuberculosis growth inhibition, HTS (AID 449762); 330,000 tested, 0.59% active; M. tuberculosis H37Rv growth inhibition, 7H9 media; higher % means a stronger effect; inhibition, % at 25 µM; hits with a dose series show IC50 in µM; in the data active = a potency from the dose series; inconclusive = inhibition above about 70% without an active follow-up result;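 note: bacterial growth assessed after seven days of incubation; strong numbers were not always called active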
tuberculosis growth: growth inhibition of non-replicating M. tuberculosis (AID 488890) | one-dose inhibition, % at 25 µM; IC50 in µM for titrated hits | Mycobacterium tuberculosis non-replicating, growth inhibition; higher % means a stronger effect | 320,000 tested, 0.39% active; in the data active = a potency from the dose series; inconclusive = inhibition mostly from about 82% at the one dose, without a potency; inactive = the rest, 99 in 100 with inhibition below about 76%;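 note: plate controls were DMSO cells for no effect and high antibiotic wells for full effect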
influenza NS1A: H1N1 influenza NS1A inhibitors, functional cell based assay (AID 504329); NS1A functional cell-based assay, percent inhibition; higher % means a stronger effect; inhibition, % at 12.5 µM; hits with a dose series show IC50 in µM; 340,000 tested, 0.3% active; in the data active = a potency from the dose series; inconclusive = inhibition above about 27% without an active follow-up result; note: strong numbers were not always called active
inhibitors of VEEV: inhibitors of VEEV TC-83 cytopathic effect, confirmation, Vero cells (AID 588727); Vero cells, VEEV TC-83 cytopathic effect inhibition; higher % means a stronger effect; one-dose inhibition, % at 20 µM; IC50 in µM for titrated hits; 350,000 tested, 0.13% active; in the data active = a potency from the dose series; inconclusive = inhibition mostly from about 14% at the one dose, without a potency; inactive = the rest, 99 in 100 with inhibition below about 12%; note: strong numbers were not always called active
inhibitors of VEEV 10K pilot screen: further read-out of inhibitors of VEEV, marked with its call; inhibition, %; measured here: 10K pilot screen inhibition
Starred values were filed as active, the others as inactive; i = inactive; ? = inconclusive; . = no result given.

SMILES	PhoP GFP inhibition	M. tuberculosis HTS	tuberculosis growth	influenza NS1A	inhibitors of VEEV	others
O=C(N1CCOCC1)N1CCN(S(=O)(=O)c2ccc(Cl)cc2)CC1	1%	-6%	-14%	0%	0.2%
N=C1C(c2nc3ccccc3[nH]2)=C(O)CN1C1CCCCC1	3%	1%	-22%	10%	13%
CN(C)CC(=O)Nc1nc(-c2ccccc2)cs1	-4%	34%	6%	-18%	1.6%
COc1ccccc1NC(=O)COc1ccc(C(=O)NC2CCCc3ccccc32)cc1OC (stereo not given)	6%	-2%	-3%	-19%	1.4%
CCOC(=O)C1CCc2sc(N)c(C#N)c21 (stereo not given)	-14%	-5%	-1%	-3%	1.5%
COC(=O)[C@H](Cc1ccccc1)NC(=O)NCc1ccccc1OC	-1%	7%	11%	-3%	i
Cc1ccc(CSCc2ccc(C(=O)NC3CC3)o2)cc1	4%	4%	66%	-1%	0.8%
CCNc1ccc(C(=O)OCC(=O)c2cc(C)n(Cc3ccc4c(c3)OCO4)c2C)cc1[N+](=O)[O-]	1%	3%	18%	-2%	2.5%
Fc1ccc(COc2ccc(Cl)cc2/C=N/Nc2nc(N3CCCC3)nc(N3CCCC3)n2)cc1	6%	2%	-16%	-1%	i
Cc1c(C(=O)NC2CCCc3ccccc32)oc2ccc(S(=O)(=O)N3CCOCC3)cc12 (stereo not given)	3%	?	-5%	4%	0.2%
CC(=O)Nc1ccc(S(=O)(=O)Oc2cccc(/C=C3\SC(N)=NC3=O)c2)cc1	3%	1%	1%	12%	3.8%
COc1ccccc1N1CCN(C(CNS(=O)(=O)c2ccccc2)c2cccnc2)CC1 (stereo not given)	-7%	-1%	23%	-17%	i
CC(C)(C)Cc1nnc(NC(=O)c2ccc([N+](=O)[O-])cc2)s1	-9%	6%	-3%	20%	0.3%
Cc1ccc(CNC(=O)CCC(=O)n2ncc3cc(C)ccc32)cc1	-2%	-1%	-24%	24%	0.9%
OCC1(CCc2ccccc2)CCN(Cc2cc(F)ccc2-n2cccn2)CC1	1%	-4%	70%	-13%	0.9%
O=C(O)c1[nH]c2ccccc2c1C(c1cc(Br)ccc1O)c1c(C(=O)O)[nH]c2ccccc12	8%	2%	37%	10%	1.4%
Cc1ccc(C(C(=O)NC2CCCCC2)N(Cc2ccco2)C(=O)C2COc3ccccc3O2)o1 (stereo not given)	-8%	10%	3%	1%	0.9%
CCOC(=O)/C(=C/Nc1ccccc1)[N+](=O)[O-]	7%	0%	-6%	5%	0.9%
CC(C)(C)OC(=O)NCCc1nnc(SCC(=O)Nc2cccc(Cl)c2)o1	1%	5%	35%	-11%	2.7%
CN(C)S(=O)(=O)c1ccc(N2CCCC2)c(C(=O)Nc2ccccc2N2CCOCC2)c1	.	.	.	7%	6.3%
CC(C)C[C@@H](CN)NC(=O)c1nc[nH]c1C(=O)N[C@@H](C)C(=O)CNC[C@H](CC(C)C)NC(=O)c1nc[nH]c1C(=O)N[C@@H](CC(=O)O)C(=O)O	.	.	.	-14%	i
O=C(Nc1ccc(S(=O)(=O)N2CCc3ccccc32)cc1)C(F)(F)F	-6%	7%	33%	-3%	0.3%
OCCN(CCO)c1nc(-c2ccccc2)nc2c1oc1ccccc12	-2%	0%	19%	-8%	8.1%
CCN(CCCNC(=O)CCCN1C(=O)COc2ccc(C)cc21)c1cccc(C)c1	3%	0%	20%	6%	i

Copied from the entries so far, 6 compounds:
SMILES	PhoP GFP inhibition	M. tuberculosis HTS	tuberculosis growth	influenza NS1A	inhibitors of VEEV	others
CC(C)(C)Cc1nnc(NC(=O)c2ccc([N+](=O)[O-])cc2)s1	-9%	6%	-3%	20%	0.3%
Cc1ccc(CNC(=O)CCC(=O)n2ncc3cc(C)ccc32)cc1	-2%	-1%	-24%	24%	0.9%
OCC1(CCc2ccccc2)CCN(Cc2cc(F)ccc2-n2cccn2)CC1	1%	-4%	70%	-13%	0.9%
O=C(O)c1[nH]c2ccccc2c1C(c1cc(Br)ccc1O)c1c(C(=O)O)[nH]c2ccccc12	8%	2%	37%	10%	1.4%
Cc1ccc(C(C(=O)NC2CCCCC2)N(Cc2ccco2)C(=O)C2COc3ccccc3O2)o1 (stereo not given)	-8%	10%	3%	1%	0.9%
CCOC(=O)/C(=C/Nc1ccccc1)[N+](=O)[O-]	7%	0%	-6%	5%	0.9%

Later entries.
SMILES	PhoP GFP inhibition	M. tuberculosis HTS	tuberculosis growth	influenza NS1A	inhibitors of VEEV	others
O=C(CC1C(=O)NCCN1Cc1cccc(F)c1)NC1CCCCCC1 (stereo not given)	-11%	-3%	11%	-8%	0.9%
COc1ccccc1OCC(=O)Nc1ccc(N2CCCCC2)cc1	0%	1%	31%	2%	0.8%
CCC(C(=O)NC1CC1)n1nc(C)c2c(C)n(-c3ccccc3)nc2c1=O (stereo not given)	-9%	-4%	4%	-6%	i
COc1ccccc1N1CCN(C(=O)c2ccc3[nH]c(C)c(C)c3c2)CC1	-5%	4%	12%	1%	11%
Cc1cc2c(C)nc3ccccc3c2o1	-12%	0%	14%	-19%	0.7%
Cc1c(C(=O)N2CCN(Cc3ccc4c(c3)OCO4)CC2)sc2ncnc(N3CCN(c4ccccc4F)CC3)c12	7%	33%	22%	4%	8.6%
CCn1c(=O)n(CC)c2cc(N3CCCC3)c(NC(=O)c3cccc(C)c3)cc21	-22%	?	28%	3%	10%
CCCC(c1nnnn1Cc1cccs1)N1CCN(C)CC1 (stereo not given)	3%	1%	-1%	-5%	i
Cc1cccc(C)c1OCc1nnc(SCC(=O)Nc2nccs2)o1	1%	1%	64%	8%	0.7%
CCn1c(SCC(=O)Nc2ccc(N(C)C)cc2)nnc1-c1cccc(C)c1	8%	0%	37%	9%	0.5%
O=C(COc1ccc(Br)cc1)NN1C(=O)c2ccccc2C1=O	5%	-7%	-32%	.	i
Cc1ccc([C@@H]2[C@@H]3C(=O)N(c4ccccc4)C(=O)[C@@H]3[C@]3(C)C(=O)N(Cc4ccc(-c5ccccc5)cc4)CC(=O)N23)o1	11%	-17%	0%	13%	0.1%

In the list so far, 2 contain a tert-butyl group:
SMILES	PhoP GFP inhibition	M. tuberculosis HTS	tuberculosis growth	influenza NS1A	inhibitors of VEEV	others
CC(C)(C)Cc1nnc(NC(=O)c2ccc([N+](=O)[O-])cc2)s1	-9%	6%	-3%	20%	0.3%
CC(C)(C)OC(=O)NCCc1nnc(SCC(=O)Nc2cccc(Cl)c2)o1	1%	5%	35%	-11%	2.7%

Carrying on.
SMILES	PhoP GFP inhibition	M. tuberculosis HTS	tuberculosis growth	influenza NS1A	inhibitors of VEEV	others
COc1ccccc1C(=O)NNC(=O)C1CCCO1 (stereo not given)	3%	-3%	-1%	-1%	1.4%
CCOc1ccc(C(c2c(NC(=O)c3ccco3)sc(C)c2C)N2CCOCC2)cc1 (stereo not given)	.	-1%	21%	0%	3.3%
Fc1cc2[nH]c(=S)[nH]c2cc1Cl	5%	3%	30%	0%	3.3%
CCn1c(SCC(=O)c2ccccc2)nc2ccccc2c1=O	-7%	14%	-4%	-8%	0.6%
CNC(=S)NNC(=O)c1sccc1OCc1cccc(C(F)(F)F)c1	-4%	-9%	4%	-1%	i
Cc1nnc(SCC(=O)Nc2ccc(O)cc2)c2ccccc12	2%	7%	-1%	-8%	1.9%
Cc1cc(C)c(NC(=S)N2CCCC2C(=O)O)c(C)c1 (stereo not given)	0%	-4%	-5%	10%	i
COC(=O)[C@@H]1C[C@@]2(O)[C@H](O)[C@H](O)[C@H](O)C[C@H]2N1Cc1cc(F)ccc1F	8%	-5%	-1%	11%	0.8%
CSCCC(NC(=O)c1ccccc1Cl)C(=O)NCCOc1ccccc1 (stereo not given)	3%	-8%	3%	7%	3.0%
CN(c1ccccc1)S(=O)(=O)c1cccc(NC(=O)c2cc(=O)c3ccccc3o2)c1	3%	-1%	12%	7%	6.4%
CCc1ccc(N(C(=O)Cc2cccs2)C(C(=O)NC2CCCCC2)c2cn(C)nc2C)cc1 (stereo not given)	-2%	-11%	11%	-6%	i
Fc1ccc2c(c1)C(c1ccncc1)=NNC(c1cccnc1)=N2	0%	3%	-2%	1%	1.9%
CC1CCN(CCc2nc3cc(NC(=O)C(C)C)ccc3n2C)CC1	-1%	-2%	-9%	-7%	0.5%
Cc1ccccc1NC(=O)Cc1c(O)c2ccccc2[nH]c1=O	-1%	-3%	-10%	6%	0.4%
O=C(NCC1COc2ccccc2O1)c1cccc(S(=O)(=O)N2CCN(c3ccccc3)CC2)c1 (stereo not given)	.	.	.	-8%	6.3%
CCOc1ccc(S(=O)(=O)Nc2ccc(S(=O)(=O)N3CCCCC3)cc2)cc1	2%	-3%	19%	2%	0.9%
CCOC(=O)c1cccc(NC(=O)CCc2nnc3ccc(N4CCOCC4)nn23)c1	-3%	-1%	-9%	1%	i
COCCn1c(SCC(=O)/C=C2\N(C)c3ccccc3C2(C)C)nnc1-c1ccncc1	-7%	?	28%	5%	0.0%
Cc1cc2cc(CN(Cc3ccco3)C(=O)C3CCCCC3)c(=O)[nH]c2cc1C	-2%	1%	-3%	-16%	2.3%
Nc1nonc1-c1nc2ccccc2n1CC(=O)N/N=C/c1ccc(-c2ccccc2C(=O)O)o1	4%	-3%	1%	-2%	1.2%
O=C(NCCc1ccccc1)NC1CCCCC1	7%	0%	-15%	25%	3.8%
O=C(CN(Cc1ccccc1)S(=O)(=O)c1ccc(S(=O)(=O)N2CCOCC2)cc1)Nc1ccccc1	1%	1%	7%	-5%	0.1%
Cc1ccc(F)cc1NC(=O)CSc1ncccn1	12%	9%	3%	4%	1.5%
O=C(c1ccccc1Cl)N1CCNCC1	6%	-10%	3%	0%	0.2%
CCCCN(C(=O)c1nn(C)c(=O)c2ccccc12)c1c(N)n(CC(C)C)c(=O)[nH]c1=O	.	5%	-11%	1%	i
Cc1ccc(-n2c(SCC(=O)NCC3CCCO3)nnc2-c2ccoc2C)cc1 (stereo not given)	20%	-1%	-3%	2%	0.1%
CNC(=O)c1c[nH]n2c(=O)c(Cc3ccccc3F)c(C)nc12	10%	-1%	-1%	-1%	1.7%
Cc1cc(C)n2nc(SCCCC(=O)c3ccc(F)cc3)nc2n1	7%	-10%	-12%	11%	1.9%
COCC(=O)Nc1ccc(S(=O)(=O)NCCc2ccccc2)cc1	4%	4%	-3%	-4%	2.6%	inhibitors of VEEV 10K pilot screen=0.9
COc1ccccc1S(=O)(=O)Nc1ccc2cn[nH]c2c1	-1%	4%	-5%	25%	i
Cn1c(=O)c2c(nc(SCC(=O)NCc3ccc4c(c3)OCO4)n2Cc2ccccc2)n(C)c1=O	-25%	5%	2%	-2%	1.9%
COc1ccc(C(=O)CSc2nnc(C3CCCCC3)n2N)c(OC)c1	-10%	?	62%	2%	3.9%
Cc1ccc(-c2nc(SCC(=O)NCC3CCCO3)c(-c3ccc(Cl)cc3)[nH]2)cc1 (stereo not given)	0%	-2%	19%	-5%	2.7%
CCOc1ccc(C(CC(=O)O)n2cnnn2)cc1OC (stereo not given)	0%	-6%	3%	8%	2.1%
Cc1nn(CC(C)C)c(Cl)c1C(=O)O	-7%	-7%	-13%	6%	0.4%
O=C(NC(=S)Nc1ccccn1)c1ccc(-c2ccccc2)cc1	-8%	?	?	20%	8.1%
COc1cc(/C=C2\SC(=O)N(CC(=O)Nc3ccc(C)cc3)C2=O)cc(Cl)c1OCC(=O)O	2%	8%	.	-6%	1.0%
O=C1NC(=O)N(Cc2ccccc2)C1=O	5%	-8%	-8%	-27%	i

Screens as filed in PubChem.
